# Compound activity from PubChem BioAssay.
# TRb SRC2 PPI: TRbeta-SRC2 interaction inhibition; P10828; TRbeta-SRC2 peptide binding, fluorescence polarization; receptor liganded with 1 µM T3; Potency, µM (titrated, usually from 106 µM), without a hit: at the top dose activity change, negative = inhibition, actives largely listed as inhibitors; hit rate 0.065% among 280,000; AID 1469;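 note: potency is the fitted concentration of half-maximal effect; plate controls were bound peptide for no effect and peptide without receptor for full effect; nearly all actives have a fitted effect of over 50% in size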
# Target sequence (P10828 whole entry, looked up): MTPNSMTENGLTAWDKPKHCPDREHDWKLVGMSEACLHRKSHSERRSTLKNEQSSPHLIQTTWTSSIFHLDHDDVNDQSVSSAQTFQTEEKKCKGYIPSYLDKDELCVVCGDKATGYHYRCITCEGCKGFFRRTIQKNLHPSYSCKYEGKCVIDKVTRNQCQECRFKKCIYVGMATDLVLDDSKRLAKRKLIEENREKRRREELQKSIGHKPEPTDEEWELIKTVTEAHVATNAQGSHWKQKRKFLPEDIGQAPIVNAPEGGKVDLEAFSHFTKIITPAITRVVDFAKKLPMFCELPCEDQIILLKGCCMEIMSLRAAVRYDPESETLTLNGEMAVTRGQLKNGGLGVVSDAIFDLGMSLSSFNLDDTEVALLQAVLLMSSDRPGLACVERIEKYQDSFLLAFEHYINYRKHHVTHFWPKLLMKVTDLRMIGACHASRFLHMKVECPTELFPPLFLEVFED
#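 A fluorescence polarization screen tested compounds at multiple concentrations against complex formation between 0.6 uM TRb ligand-binding domain and 20 nM Texas Red SRC2 peptide, with 1 uM T3 present; readout after 5 hr.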
# TexasRed fluor: alters Texas Red total fluorescence, flagging assay interference | TRb/SRC2 Texas Red total fluorescence interference | Potency, µM (doses to about 106 µM), inactives show at the highest dose fluorescence change, negative = quenching | hit rate 0.29% among 280,000; active = well fitted curve in either direction with a large enough effect; inconclusive = small, poorly fitted or top-dose-only effect; note: potency is the fitted concentration of half-maximal effect; % is set by controls: 0 for no effect and ±100 for the full control effect
#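 Flags fluorescent or light-absorbing compounds by total fluorescence, S + 2P, at 555 nm excitation and 632 nm emission. Mixture: 20 nM Texas Red SRC2 peptide, 0.6 uM human TRb LBD, 1 uM T3, 5% DMSO; compound exposure 5 h at ambient temperature.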
# GLA spleen mod: alpha-galactosidase A (human) modulation; hit rate 0.008% among 240,000; P06280; human spleen homogenate, 4MU-alpha-Gal fluorescence, 40 min; Potency, µM (series often up to 80 µM), without a hit: top-dose activity change, negative = inhibition, usual class: inhibitors; AID 2107;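 note: potency is the fitted concentration of half-maximal effect; 0% = enzyme with vehicle and -100% = no enzyme basal signal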
# Target sequence (P06280 32-429 limits assumed): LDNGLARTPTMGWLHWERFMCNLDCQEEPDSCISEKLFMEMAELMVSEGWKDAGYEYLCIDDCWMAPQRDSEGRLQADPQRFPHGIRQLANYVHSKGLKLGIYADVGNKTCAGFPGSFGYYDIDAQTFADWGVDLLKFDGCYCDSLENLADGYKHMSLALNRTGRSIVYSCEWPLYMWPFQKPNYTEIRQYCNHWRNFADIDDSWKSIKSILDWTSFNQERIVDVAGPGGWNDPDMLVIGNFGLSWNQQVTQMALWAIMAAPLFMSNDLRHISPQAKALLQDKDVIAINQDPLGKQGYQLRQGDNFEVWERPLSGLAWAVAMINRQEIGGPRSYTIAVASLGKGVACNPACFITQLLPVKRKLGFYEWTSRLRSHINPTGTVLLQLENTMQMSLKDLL
#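 Inhibition or activation of alpha-galactosidase in human spleen homogenate is scored by 4-MU fluorescence after 40 min at 37C, pH 5.0, with 1 mM substrate. AC50s come from concentration-response fitted to the Hill equation.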
# Tau fluor counter: counter-screen for tau fibril formation inhibitors; tau K18 P301L (four-repeat tau fragment) Alexa594 fluorescence, heparin fibrillization; Potency, µM (series often up to 57.7 µM), for inactives: top-dose activity change, negative = decrease; hit rate 0.93% among 280,000; note: potency is the fitted concentration of half-maximal effect; % is set by controls: 0 for no effect and ±100 for the full control effect; nearly all actives have a fitted effect of over 55% in size
#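 Human K18 P301L tau (15 uM unlabeled plus 0.24 uM Alexa 594-labeled, final) in 100 mM sodium acetate pH 7 was mixed with compound and 20 uM heparin and incubated 6 hr at 37 C.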
# NPSR antagonist: neuropeptide S receptor (human) antagonism, cAMP; Q6W5P4; CHO-NPSR cells, cAMP TR-FRET, antagonist mode; Potency, µM (doses to about 38.3 µM), inactives show top-dose activity change, negative = inhibition, hits mostly inhibitors; hit rate 1% among 220,000; AID 1461; note: potency is the fitted concentration of half-maximal effect; % is set by controls: 0 for no effect and ±100 for the full control effect; nearly all actives have a fitted effect of over 50% in size; many of its hits are not listed in these tables
# Epigenetic derep: regulators of epigenetic silencing causing reporter derepression in mouse cells; murine LDR cells, GFP reporter derepression, 30 h; Potency, µM (doses to about 53.9 µM), for the others: at the top dose GFP activation, actives largely listed as activators; hit rate 0.2% among 280,000; note: potency is the fitted concentration of half-maximal effect; % of control where 0% means no effect; nearly all actives have a fitted effect of over 60% in size
#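 Murine LDR cells carrying a silenced, genomically integrated CMV-driven GFP reporter were exposed to compound for 30 hours at 37 C. After PBS washes, GFP-positive cells (20–120 um objects) were counted by laser-scanning microplate cytometry.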
# CBFb-RUNX1 inh: inhibitors of human CBF-beta and RUNX1 interaction; Potency, µM (titrated, usually from 59.8 µM), inactives show at the highest dose activity, negative = inhibition, hits mostly inhibitors; AlphaScreen CBFb-His/RUNX1-biotin binding, biochemical; 230,000 tested, under 10 active; Q01196+Q13951; note: % of control where 0% means no effect
#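 CBFb-His/RUNX1-biotin, 30 nM each, preincubated 20 min RT; compound 15 min RT; Ni + streptavidin beads 50 ng each, 90 min RT; AlphaScreen read.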
# Tau fibril FP: blocks human tau fibril formation measured by polarization. AID 1468. Potency, µM (highest dose often 57.7 µM), for inactives: at the highest dose activity, negative = inhibition, hits mostly inhibitors. hit rate 0.39% among 280,000. K18 P301L tau heparin fibrillization, Alexa594 FP, 6 h. P10636; note: potency is the fitted concentration of half-maximal effect; % is set by controls: 0 for no effect and ±100 for the full control effect; nearly all actives have a fitted effect of over 55% in size
# Target sequence (P10636 561-689 P618L limits assumed): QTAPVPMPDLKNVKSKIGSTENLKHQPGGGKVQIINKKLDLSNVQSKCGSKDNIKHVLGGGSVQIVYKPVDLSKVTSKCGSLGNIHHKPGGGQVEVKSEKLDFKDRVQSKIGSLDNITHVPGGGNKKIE
#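 K18 P301L tau (15 uM unlabeled/0.24 uM Alexa 594-labeled, final) + compound + heparin 20 uM final; 100 mM NaOAc pH 7; 6 hr 37 C; ThT 30 uM final added, 1 hr RT; FP ex 555/em 632 nm.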
# * = called active by the depositor; u = inconclusive; x = not tested or not shown; & = joins results of further samples; [ ] = another dose, or the depositor's remark. Unless noted, calls come from the whole dose curve; as a rule, active = well fitted curve in the direction sought with a large enough effect; inconclusive = small, poorly fitted or top-dose-only effect, or another doubt; inactive = no such curve, though single readings can be large; an effect the other way counts as inactive or inconclusive. These rows are one share of the data; rates above refer to the full screens.
SMILES,TRb SRC2 PPI,TexasRed fluor,GLA spleen mod,Tau fluor counter,NPSR antagonist,Epigenetic derep,CBFb-RUNX1 inh,Tau fibril FP
O=C(CC(NC(=O)c1ccccc1)c1ccccc1)Nc1ccc(F)c(F)c1 (stereo unspecified),3%,-2%,-6%,-2%,-31%,10%,0%,u
Cc1ccc(-c2nc(SCC(=O)NCC3CCCO3)c3c(=O)n(C)c(=O)n(C)c3n2)cc1 (stereo unspecified),-3%,-2%,x,1%,x,2.9%,x,-2%
Cc1nn(C(C)(C)C)c(OC(=O)c2cccs2)c1Sc1ccccc1,5%,-4%,8%,-15%,u,1.6%,16%,-4%
O=C(CSc1ccc(Cl)cc1)Nc1cccc(-c2nc3ccccc3[nH]2)c1,6%,-8%,6%,-20%,-7%[46.1 µM],1.1%,-7%,u
COc1cccc2c(=O)n(CC(=O)N3CCc4ccccc43)ccc12,-1%,0%,-6%,1%,-3%[46.1 µM],0.0%,6%,2%
CC(=O)c1ccc(NC(=O)C(C)NCc2ccccc2Cl)cc1 (stereo unspecified),1%,4%,1%,-19%,-14%,1.1%,2%,-11%
Cc1cccc(C)c1NC(=S)NN(Cc1ccccc1)c1ccccc1,1%,0%,7%,-5%,-5%[46.1 µM],-0.7%,-5%,-4%
Fc1cccc(Cl)c1CNc1n[nH]c(-c2ccco2)n1,-1%,-32%,x,7%,x,-1.6%,x,u
COc1ccc(CNC(=O)Cn2nc3c(cc2=O)CCCC3)cc1,-1%,-1%,x,-5%,x,0.0%,x,8%
CCOc1ccccc1C(=O)Nc1nccs1,3%,-2%,0%,-1%,-9%[46.1 µM],1.6%,1%,0%
COc1cnc(-c2ccccc2)nc1Oc1ccccc1C,-5%,-1%,7%,-23%,-29%[46.1 µM],2.1%,u,-8%
CCC(=O)Nc1nc2ccccc2n1Cc1ccc(C)cc1,0%,0%,2%,-9%,u,-0.9%,10%,1%

# 6 compounds drawn at random from those above, as already listed:
SMILES,TRb SRC2 PPI,TexasRed fluor,GLA spleen mod,Tau fluor counter,NPSR antagonist,Epigenetic derep,CBFb-RUNX1 inh,Tau fibril FP
COc1cccc2c(=O)n(CC(=O)N3CCc4ccccc43)ccc12,-1%,0%,-6%,1%,-3%[46.1 µM],0.0%,6%,2%
COc1ccc(CNC(=O)Cn2nc3c(cc2=O)CCCC3)cc1,-1%,-1%,x,-5%,x,0.0%,x,8%
CC(=O)c1ccc(NC(=O)C(C)NCc2ccccc2Cl)cc1 (stereo unspecified),1%,4%,1%,-19%,-14%,1.1%,2%,-11%
CCC(=O)Nc1nc2ccccc2n1Cc1ccc(C)cc1,0%,0%,2%,-9%,u,-0.9%,10%,1%
Cc1nn(C(C)(C)C)c(OC(=O)c2cccs2)c1Sc1ccccc1,5%,-4%,8%,-15%,u,1.6%,16%,-4%
Cc1ccc(-c2nc(SCC(=O)NCC3CCCO3)c3c(=O)n(C)c(=O)n(C)c3n2)cc1 (stereo unspecified),-3%,-2%,x,1%,x,2.9%,x,-2%

# Continuation.
SMILES,TRb SRC2 PPI,TexasRed fluor,GLA spleen mod,Tau fluor counter,NPSR antagonist,Epigenetic derep,CBFb-RUNX1 inh,Tau fibril FP
CS(=O)(=O)c1ccc(C(=O)Nc2ccc(N3CCOCC3)cc2)c(Cl)c1,6%,1%,4%,-13%,0%,-3.2%,-5%,0%
COc1ccc(Nc2nc(N)nc(CSc3n[nH]c(-c4ccccc4)n3)n2)cc1,-9%,-4%,-9%,u,-10%[46.1 µM],-0.7%,-7%,-3%
O=C(/C=C/c1ccc(F)cc1)NCC1(c2ccccc2)CCOCC1,0%,-2%,-2%,4%,11%,-1.5%,19%,1%
COC(=O)c1[nH]c2cc(OC)ccc2c1NC(=O)CCN1CCCC(C)(C)C1,4%,-7%,-7%,-4%,-12%[46.1 µM],0.0%,7%,-1%
CC(NC(=O)COC(=O)c1ccc([N+](=O)[O-])s1)c1ccccc1 (stereo unspecified),0%,2%,4%,2%,15%,-1.0%,-6%,7%
COc1ccc(/C=N/NC(=O)CCc2n[nH]c(=O)[nH]c2=O)cc1O,3%,-4%,-1%,-2%,11%,-1.1%,7%,0%
O=C(NC(=S)N1CCN(CCO)CC1)C12CC3CC(CC(C3)C1)C2,-4%,-9%,-6%,11%,9%,2.3%,-1%,-6%
COc1ccc(Nc2nnc(-c3ccc(C)c(S(=O)(=O)NCc4nc5ccccc5[nH]4)c3)c3ccccc23)cc1,6%,-3%,x,u,x,0.1%,x,11%
CCC1CCc2nc3sc(C(=O)Nc4ccc(C)cc4C)c(N)c3cc2C1 (stereo unspecified),11%,-4%,x,-12%,x,3.5%,x,8%
NC(=O)c1ccc(Oc2ccc(Cl)cc2)c([N+](=O)[O-])c1,-2%,-1%,8%,-11%,5%,-1.8%,3%,-2%
Cn1nnc2c(C(N)=O)ncn2c1=O,5%&3%,-17%&-2%,6%&-2%,-6%,51%,-1.1%,17%&3%,1%
Cc1cc(NC(=O)/C=C/c2ccc(Cl)cc2)no1,-7%,1%,-1%,-10%,8%,3.0%,3%,-6%
CCCNC(=O)c1ccccc1C(=O)NCCC,-11%,-2%,1%,7%,-7%[46.1 µM],-2.1%,8%,6%
COc1ccccc1NC(=O)Cn1c(=O)n(Cc2ccc3c(c2)OCO3)c(=O)c2oc3ccccc3c21,11%,0%,x,-30%,x,3.8%,x,-10%
NS(=O)(=O)c1ccc(CCNC(=O)c2ccc(Br)s2)cc1,-5%,0%,-8%,3%,-7%,1.1%,8%,2%
c1ncc(-c2ccc3c(c2)OCO3)c(NCCc2cnc[nH]2)n1,4%,-4%,9%,-9%,x,-1.7%,x,2%
CCOc1ccc(C2CC(=O)n3nc(-c4ccc(C)cc4)nc3S2)cc1OC (stereo unspecified),-5%,-1%,x,0%,x,0.0%,x,-3%
C=CCc1cccc2cc(C(=O)Nc3ccc(S(=O)(=O)Nc4nnc(CC)s4)cc3)c(=O)oc12,5%,-11%,-3%,-4%,-22%[46.1 µM],0.0%,1%,5%
COCc1nnc(NC(=O)CC(C)C)s1,1%,-2%,-8%,3%,2%[46.1 µM],1.2%,17%,4%
COC(C/C=C\[C@@H](O)COCc1ccccc1)OC,1%,-1%,3%,0%,19%,-1.7%,13%,-1%
c1ccc2sc(Cc3nnc4n3CCCCC4)nc2c1,2%,-1%,3%,2%,-5%[46.1 µM],2.4%,4%,-1%
CN(C)c1ccc(C2N3CC4(C)CN2CC(C)(C3)C4O)cc1 (stereo unspecified),-6%,-7%,-7%,-10%,-12%[46.1 µM],4.9%,1%,0%
COc1cccc([C@@H]2Oc3ccc(OC)cc3C[C@H]2OC(=O)Nc2cc(OC)c(OC)c(OC)c2)c1,6%,-3%,13%,u,x,-0.3%,-9%,-3%
COc1ccc(C(=O)N2CCN(C3CCC(c4ccccc4)CC3)CC2)cc1OC (stereo unspecified),-4%,1%,-1%,4%,-14%[46.1 µM],-13%,11%,-9%
CC(C)(C)C(=O)C(Cc1ccccc1Cl)n1cncn1 (stereo unspecified),-25%,-1%,7%,-7%,-16%[46.1 µM],-1.1%,8%,-3%
Cc1ccc(-c2ccc(C(=O)Nc3cccc(F)c3)o2)c2ccccc12,-13%,-1%,-1%,u,-17%,u,2%[2.36 µM],-9%
Nc1nc(NCc2ccco2)nc(N2CCN(Cc3ccccc3)CC2)c1[N+](=O)[O-],-5%,-2%,0%,-26%,27%,6.2%,-19%,-1%
CCOC(=O)c1cnc2ccc(OCC)cc2c1NCc1cccnc1,-3%,-2%,2%,-3%,-24%,-1.8%,-5%,5%
CC(C)N(C(=O)CN1C(=O)NC2(CCCCCC2)C1=O)C(C)C,3%,0%,2%,5%,-14%[46.1 µM],2.6%,0%,-2%
CSc1ccc(CNC(C)(C)CO)cc1,-4%,-2%,0%,0%,15%,-0.7%,-2%,-3%
COc1ccc(NC(=O)CCCN2C(=O)COc3ccc(C)cc32)cc1OC,2%,-2%,x,-21%,x,-3.8%,x,1%
Cc1ncoc1C(=O)Nc1ccccc1C(N)=O,0%,-1%,u,-2%,2%[46.1 µM],1.6%,5%,-6%
CC1CCN(S(=O)(=O)c2ccc(NC(=O)CSc3nnnn3C)cc2)CC1,6%,0%,-7%,-11%,-6%[46.1 µM],2.6%,15%,-9%
Cc1ccccc1CNCc1cccnc1,-14%,-4%,-4%,-2%,-8%[46.1 µM],-1.7%,2%,6%
CC(C)c1ccc(C2NC(C(=O)O)CS2)cc1 (stereo unspecified),6%,-2%,-2%,-6%,12%[46.1 µM],1.6%,-2%,-6%
CCCN1C2CCCC1CC(NC(=O)NC1CCCCC1)C2 (stereo unspecified),-5%,1%,19%,-5%,1%[46.1 µM],-10%,10%,3%

# 2 entries from above in another layout:
SMILES | TRb SRC2 PPI | TexasRed fluor | GLA spleen mod | Tau fluor counter | NPSR antagonist | Epigenetic derep | CBFb-RUNX1 inh | Tau fibril FP
CC(C)N(C(=O)CN1C(=O)NC2(CCCCCC2)C1=O)C(C)C | 3% | 0% | 2% | 5% | -14%[46.1 µM] | 2.6% | 0% | -2%
CSc1ccc(CNC(C)(C)CO)cc1 | -4% | -2% | 0% | 0% | 15% | -0.7% | -2% | -3%

# (list continues)
SMILES,TRb SRC2 PPI,TexasRed fluor,GLA spleen mod,Tau fluor counter,NPSR antagonist,Epigenetic derep,CBFb-RUNX1 inh,Tau fibril FP
Cc1ccc(-c2cc(-c3ccccc3Cl)[nH]n2)c(O)c1,4%,0%,-4%,u,-17%[46.1 µM],2.0%,6%,u
COc1ccccc1NC(=O)C/C(C)=N/NC(=O)COc1c(Br)cc(Br)cc1OC,-9%,-3%,-4%,-7%,-14%,2.4%,1%,-2%
Cc1ccc(Cl)cc1NS(=O)(=O)c1ccc2oc(=O)c3ncn(C)c3c2c1,-4%,0%,x,-5%,x,2.0%,x,0%
CCOC(=O)c1nn(-c2ccc(OCC)cc2)c2nc(CC(C)C)c(C#N)c(=O)n12,10%,0%,10%,-10%,u,-1.2%,5%,u
